High-throughput results from PubChem BioAssay.
GPR151 activ = human GPR151 activation; activation, % at 11.2 µM; 1% of 650,000 active; PathHunter beta-arrestin GPR151 cells, luminescence; in the data active means activation above about 4.9%;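 further: 0% = median of compound wells and 100% = cells with positive control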
Target sequence (Q8TDV0 whole entry, looked up): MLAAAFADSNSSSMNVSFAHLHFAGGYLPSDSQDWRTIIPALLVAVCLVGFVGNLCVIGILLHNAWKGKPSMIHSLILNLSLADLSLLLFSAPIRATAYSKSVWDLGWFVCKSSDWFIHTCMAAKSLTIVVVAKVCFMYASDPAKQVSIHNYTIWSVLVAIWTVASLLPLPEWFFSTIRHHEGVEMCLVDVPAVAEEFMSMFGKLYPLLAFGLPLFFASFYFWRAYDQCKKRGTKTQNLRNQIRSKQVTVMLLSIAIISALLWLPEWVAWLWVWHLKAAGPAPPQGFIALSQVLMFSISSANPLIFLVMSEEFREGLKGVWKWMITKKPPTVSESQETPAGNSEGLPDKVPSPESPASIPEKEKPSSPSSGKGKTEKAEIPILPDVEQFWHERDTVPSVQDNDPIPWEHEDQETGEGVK
MITF inh = blocks human microphthalmia-associated transcription factor | O75030 | 0.91% of 650,000 active | inhibition, % at 2.6 µM | AID 1259374 | AlphaScreen MITF homodimerization, bead proximity signal; in the data active means inhibition above about 50%;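 further: 0% = vehicle wells with protein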
Target sequence (O75030 whole entry, looked up): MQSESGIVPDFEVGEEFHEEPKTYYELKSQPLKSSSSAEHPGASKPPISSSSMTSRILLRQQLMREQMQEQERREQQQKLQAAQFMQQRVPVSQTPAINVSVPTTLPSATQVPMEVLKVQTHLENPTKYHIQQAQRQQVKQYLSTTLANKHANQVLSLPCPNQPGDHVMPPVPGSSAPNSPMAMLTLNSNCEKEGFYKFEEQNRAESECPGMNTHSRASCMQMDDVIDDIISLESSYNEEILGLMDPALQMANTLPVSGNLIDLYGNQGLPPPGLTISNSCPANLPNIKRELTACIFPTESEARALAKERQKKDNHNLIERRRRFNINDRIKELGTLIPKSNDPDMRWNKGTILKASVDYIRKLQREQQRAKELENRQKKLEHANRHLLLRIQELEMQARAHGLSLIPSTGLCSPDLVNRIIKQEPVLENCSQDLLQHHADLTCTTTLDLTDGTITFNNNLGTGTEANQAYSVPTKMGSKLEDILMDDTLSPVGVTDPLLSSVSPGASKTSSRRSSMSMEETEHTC
TEAD-YAP block = TEAD-YAP interaction inhibition | HEK-TIYL cells, TEAD-Gal4/YAP UAS-luciferase luminescence | inhibition, % at 9.12 µM | 1.4% of 640,000 active; in the data active means inhibition above about 32%;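 further: 0% = median of test compound wells and 100% = reference inhibitor wells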
FBW7 activator = human FBW7 E3 ligase activation, primary screen | normalized activity (activation), % at 26.1 µM | 0.13% of 650,000 active | Q969H0 | AlphaScreen FBW7–phospho-cyclin E peptide binding, activator screen; in the data active means normalized activity above about 1.9%;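 further: purified mutant Fbw7 with reduced substrate affinity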
Numbers without * were called inactive.

SMILES	GPR151 activ	MITF inh	TEAD-YAP block	FBW7 activator
O=C(NCc1cccnc1)c1ccnc(Nc2ccc(C(F)(F)F)cc2)c1	0.0	8	-1	0.1
Cc1ccc(CC(CC(=O)O)C(=O)NC2CCCCC2)cc1 (stereo not drawn)	0.7	5	2	-0.1
COc1ccccc1NC(=O)CSc1nc2n[nH]c(C)c2c(=N)n1-c1ccc(Cl)c(C)c1	0.9	-4	-3	0.1
CC(=O)c1cc(Cl)ccc1OC(=O)c1ccc([N+](=O)[O-])cc1	0.6	6	5	0.2
O=C(NC1CCCC1)C1CCN(S(=O)(=O)N2CCOCC2)CC1	-1.1	17	-1	1.2
CCCC(=O)Nc1sc(C)c(C)c1C(=O)OCC	-0.1	6	1	0.1
C[C@@H](Cn1nnc2ccccc21)NC(=O)CCc1ccccc1	0.5	-10	2	-0.1
COc1cccc(C(=O)NCCCS(=O)(=O)N2CCN(c3ccccc3F)CC2)c1	0.8	-2	14	0.0
O=C(NCc1ccco1)C1CC(=O)N(c2ccc(F)cc2)C1 (stereo not drawn)	-1.0	1	0	-0.2
CCc1ccccc1NC(=O)CSc1nc2ccsc2c(=O)n1-c1ccc(Cl)cc1	-0.4	4	14	0.2
CCOC(=O)C1CCN(C(=O)CN2C(=O)c3ccccc3C2=O)CC1	0.9	12	12	0.9
O=C(CN1C(=O)COc2cc(S(=O)(=O)N3CCCCC3)ccc21)NC1CCCCCC1	0.5	7	6	-0.1
Cc1nc(C)c(C(=O)Nc2ccc(C(N)=O)cc2)o1	-0.4	2	-10	0.0
COc1ccc(OC)c(NC(=O)COc2ccc(C(=O)NC3CCCCC3)cc2)c1	-1.1	15	0	0.3
CCOc1ccc(-c2nc(Nc3ccc(C(=O)O)cc3)sc2C)cc1	-0.9	7	-13	0.5
CCC(=O)NC(c1nnc2n1CCN(Cc1ccc(F)cc1F)CC2)C(C)C (stereo not drawn)	-0.4	8	-16	0.1
CCOC(=O)C1=NN(c2ccccc2)C2C(=O)N(c3ccc(C)cc3)C(=O)C12 (stereo not drawn)	-1.2	14	1	0.0
CCOc1cccc2c1OC1(CCCCC1)N1N=C(c3ccc(F)cc3)CC21 (stereo not drawn)	-2.0	6	-38	0.1
Nc1cc(N)cc(-c2nc3cc4ccccc4cc3[nH]2)c1	-5.0	17	16	-0.2
CCOc1ccc2nc(SCC(=O)Nc3cccc(SC)c3)sc2c1	-0.7	5	0	0.1
Cc1ccc(C(=O)NC(=S)NNC(=O)CC#N)cc1	-0.7	20	-14	-0.2
CC(C)CNc1ncnc2c1c(-c1ccccc1)cn2-c1ccccc1	0.8	8	-16	-0.1
COc1ccc(OC)c(CN2CCC(C(=O)N3CCOCC3)CC2)c1	0.1	42	6	0.0
O=C(O)CC1(CC(=O)N2CCC(O)CC2)CCCC1	0.9	9	3	0.1
CCOc1ccc(Oc2ccc(NC(=O)CNC(=O)c3ccccc3F)cc2)cc1	-0.6	-9	-9	0.0
COCCNC(=O)C(=O)NC1CCCCCC1	-1.7	6	-10	0.1
CCCSc1nc2c([nH]c3ccccc32)c(=O)n1C	1.4	9	12	0.4
COc1ccc(C(=O)Nc2nnc(CCS(=O)(=O)c3ccc(Cl)cc3)s2)cc1OC	-1.8	8	-2	0.6
COCCn1nnnc1C(CC(C)C)N1CCN(c2ccccc2F)CC1 (stereo not drawn)	1.0	2	-6	0.7
C=CCOc1ccc(/C=N/NC(=O)C(=O)NC(C)C)cc1	-0.2	18	-6	0.9
CN(C)CCCN1C(=O)C(=O)/C(=C(\O)c2ccc(Cl)cc2)C1c1cccnc1 (stereo not drawn)	-1.7	-11	4	0.0
O=C1Nc2ccc(S(=O)(=O)Nc3ccccc3)c3cccc1c23	1.8	-2	8	0.0
c1ccc(Nc2nc(Nc3ccc(N4CCOCC4)cc3)c3[nH]cnc3n2)nc1	-1.0	5	10	0.5
COc1ccc2nc3oc(C(=O)N4CCCCC4)cc3cc2c1	-1.2	9	-51	1.1
Cc1ncoc1C(=O)Nc1ccc(Oc2ccccc2)cc1	-2.2	14	-31	0.0
O=C1CC(N2CCN(c3ccccc3Cl)CC2)C(=O)N1c1ccc(Br)cc1 (stereo not drawn)	1.1	-2	4	0.3
CC(C)c1ccc(OCC(=O)NCc2ccc(F)cc2)cc1	-0.9	5	-3	1.1
O=S(=O)(c1ccc(F)c(Cl)c1)N1CCCC1	-0.4	-3	-15	-0.3
COC(CNC(=O)C(Cc1ccccc1)NS(=O)(=O)c1ccc(Cl)cc1)OC (stereo not drawn)	-0.2	-4	3	0.0
CCc1cc(C(=O)c2cccc(F)c2)c(NC(=O)CN2CCOCC2)s1	-0.7	10	4	0.0
Cc1ccc2nsnc2c1NC(=O)c1ccc2c(c1)OCCO2	-1.5	0	-3	-0.1
Cc1cccc(NC(=S)NC2CC2)c1	0.4	0	2	0.1
COc1ccc(CCNC(=O)c2cc(NC3CCN(Cc4ccccc4)CC3)nc3ccccc23)cc1	1.4	2	-6	0.1
COc1ccccc1CNC(=O)/C=C/c1ccc([N+](=O)[O-])cc1	-1.5	16	-1	-0.1
O=C(OCc1csc(-c2ccccc2)n1)c1ccc([N+](=O)[O-])cc1	1.5	-8	-1	-0.1
CN(C)c1ccc(NC(=O)C2CC(=O)N(c3ccccc3)C2)cc1 (stereo not drawn)	0.6	3	10	0.0
O=S(=O)(N1CCCCC1)N1CCN(S(=O)(=O)N2CCCCC2)CC1	1.6	19	-10	0.2
COc1ncccc1C(=O)N1CCC(c2nnc(-c3ccco3)s2)CC1	-0.8	-2	9	0.1
Cc1nnc(Nc2cccc(C(F)(F)F)c2)[nH]c1=O	0.6	6	-6	-0.1
O=C(O)C1CC=CCC1C(=O)Nc1cccc([N+](=O)[O-])c1 (stereo not drawn)	1.3	16	0	0.0
CN(C)c1nc2cc(F)ccc2cc1CN(Cc1ccco1)C(=O)C1CCC1	-0.9	-5	-1	0.0
COCCNC(=O)C(NC(=O)c1ccc(C23CC4CC(CC(C4)C2)C3)cc1)C(C)C (stereo not drawn)	0.2	9	-4	-0.1
CCC(C)Oc1ccccc1OCCN1C(=O)NC(C)(C)C1=O (stereo not drawn)	0.3	11	-2	0.2
Cc1cc(NC(=O)CSc2nc3n[nH]c(C)c3c(=N)n2-c2ccc(Cl)c(C)c2)no1	0.1	10	-20	0.0
O=C(CSc1nc(-c2ccccc2)ns1)N1CCCc2ccccc21	0.6	-12	-12	-0.1
Cc1c(C(=O)N(C)Cc2ccccc2)sc2ncn(Cc3ccccc3Cl)c(=O)c12	1.4	10	7	-0.4
Cc1cc(C(=O)OCc2ccc(F)cc2)c2ccccc2n1	1.6	-4	4	0.0
COc1ccc(C2=C/C(=C/c3ccc([N+](=O)[O-])o3)C(=O)O2)c(OC)c1	-0.8	6	5	-0.3
O=C(Cc1csc(Nc2ccc(F)cc2)n1)NCc1cccnc1	2.2	-2	-1	0.0
COc1ccc(NC(=O)COC(=O)COc2ccccc2)cc1	0.3	-7	8	-0.1

Whole records, looked up by structure. Order of values: GPR151 activ | MITF inh | TEAD-YAP block | FBW7 activator
CN(C)c1nc2cc(F)ccc2cc1CN(Cc1ccco1)C(=O)C1CCC1 is entered as -0.9 | -5 | -1 | 0.0
COc1ccc(C2=C/C(=C/c3ccc([N+](=O)[O-])o3)C(=O)O2)c(OC)c1 is entered as -0.8 | 6 | 5 | -0.3
CCC(C)Oc1ccccc1OCCN1C(=O)NC(C)(C)C1=O (stereo not drawn) is entered as 0.3 | 11 | -2 | 0.2
O=C(O)C1CC=CCC1C(=O)Nc1cccc([N+](=O)[O-])c1 (stereo not drawn) is entered as 1.3 | 16 | 0 | 0.0
Cc1c(C(=O)N(C)Cc2ccccc2)sc2ncn(Cc3ccccc3Cl)c(=O)c12 is entered as 1.4 | 10 | 7 | -0.4

(further entries)
SMILES	GPR151 activ	MITF inh	TEAD-YAP block	FBW7 activator
COc1ccc(C2C(C(=O)C3CC3)N3c4ccccc4C=CC3C2(C#N)C#N)cc1 (stereo not drawn)	-0.2	-5	-31	0.0
Cc1cc(=O)n2nc(N3CCCC3C(=O)NC(C)C34CC5CC(CC(C5)C3)C4)sc2n1 (stereo not drawn)	0.1	10	5	0.0
O=c1c(=O)n(Cc2c(F)cccc2Cl)ccn1CCc1ccccc1	0.3	-5	0	0.0
Cc1nc2scc(C)n2c(=O)c1NC(=O)c1ccccc1Br	-0.8	10	7	0.0
CCCCNC(=O)c1ccc(CN(c2ccccc2)S(C)(=O)=O)cc1	-1.3	92*	0	-0.1
Cc1cc(C)nc(Nc2nc3ccccc3o2)n1	-6.7	-2	-51	-0.1
CCOc1cccc(C2CC(c3cccc(Br)c3)=NC(c3cc(Br)ccc3OC)N2)c1O (stereo not drawn)	-1.3	-11	-15	-0.3
O=C(Cn1c(-c2ccccc2)noc1=O)Nc1ccccc1Oc1ccccc1	-1.2	6	20	0.3
O=C(Cc1cn(-c2ccc(Nc3ccncn3)nn2)c2ccccc12)NCc1nc2ccccc2[nH]1	1.1	1	-1	-0.2
CC(C)c1cc(N2CCOCC2)n2c(nc3ccccc32)c1C#N	-1.3	2	10	0.1
O=C(Nc1ccc(F)c(Cl)c1)c1cc(-c2ccc(O)cc2)on1	0.4	-7	-50	-0.1
Nc1c(C(=O)Nc2ccccc2)sc2nc3c(c(-c4cccs4)c12)CCC3	0.4	1	-11	0.0
O=C(Nc1ccc2c(c1)OCCO2)c1ccc(N2CC3CC(C2)c2cccc(=O)n2C3)c(NC(=O)c2ccccc2Br)c1 (stereo not drawn)	0.4	-6	-4	0.0
O=C(COc1ccccc1)NCCc1nnc2n1CCN(C/C=C/c1ccccc1)CC2	-0.9	15	4	0.1
Cc1ccc(C(=O)N(Cc2nc(-c3ccccc3)no2)C(C)C)cc1[N+](=O)[O-]	0.8	-14	-16	-0.1
COc1ccc(C2C(=O)N(C3CCCCC3)CC(=O)N2C2CCCC2)cc1 (stereo not drawn)	0.5	1	-2	-0.1
COc1cccc(/C=N/Nc2nc(C)cc(=O)[nH]2)c1OC	0.0	12	-17	0.0
COc1ccc(CCNC(=O)c2cc3c(s2)CCC3)cc1OC	-0.6	13	6	-0.2
CCOC(=O)c1c(NC(=O)c2ccccc2SC)sc2c1CCCC2	2.0	-8	0	0.0
CC(Oc1ccc(Cl)cc1Cl)C(=O)Nc1ccc2c(c1)OCCO2 (stereo not drawn)	0.3	4	9	-0.2
CC(/C=C/c1ccco1)=N/Nc1ccc([N+](=O)[O-])cc1[N+](=O)[O-]	1.2	15	4	0.1
Cc1ccc(Cn2c(SCC(=O)Nc3nn(-c4ccccc4)nc3C(N)=O)nc3c2c(=O)n(C)c(=O)n3C)cc1	0.7	13	8	0.1
CCCCOc1ccc(-c2nc(C=Nc3ccc4ccccc4c3)c(O)o2)cc1	1.6	1	-5	0.0
CC(C)n1cnc2c(NCc3cccnc3)nc(Nc3cccc(N(C)C)c3)nc21	-1.5	-14	-8	0.2
COc1ccc(Cn2c(C(=O)O)c(CNCc3ccc(C)o3)c3ccccc32)cc1	-0.5	11	18	0.3
O=C(Nc1nnc(Cc2ccc([N+](=O)[O-])cc2)s1)c1cccc(Cl)c1	1.4	5	14	-0.1
COc1ccc(Br)cc1/C=N/Nc1ncnc2nc[nH]c12	-2.0	8	-6	-0.2
O=C(NCc1cccc(Cl)c1)c1ccc(Cn2c(=S)[nH]c3ccc(Br)cc3c2=O)cc1	-0.6	1	-3	0.0
Cc1ccc(C)c(NC(=O)c2ccc(CNc3c(N4CCCC4)c(=O)c3=O)cc2)c1	-2.2	-6	-3	-0.1
CSc1nc(C)c(C(=O)Nc2ccccc2C)c(-c2ccc(Cl)cc2)c1C#N	-1.2	2	-6	-0.4
CCCn1cnc2c(oc3ccccc32)c1=O	1.2	0	-11	0.0
O=[N+]([O-])c1ccc(NCc2cn3ccccc3n2)cc1	0.1	11	-39	-0.2
COc1ccc(C(=O)NCCN2CCCC2)cc1OC1CCN(C(C)=O)CC1	0.4	6	-3	0.1
O=C(CSCc1nc2ccccc2[nH]1)Nc1ccc2ccccc2c1	-0.3	7	0	0.1
COc1ccc(Nc2nnc(Cc3ccc(Cl)cc3)c(=O)[nH]2)cc1	2.0	3	6	-0.1
O=C(Nc1ccccc1C(=O)N1CCOCC1)Nc1cccc2ccccc12	-2.3	-10	6	-0.1
c1cc(-c2ncc(-c3ccncn3)c(-c3ccncc3)n2)ccn1	0.2	0	14	0.0
COCCCNCCCOc1c(C)cccc1C(C)(C)C	-0.5	34	2	-0.1
CCC(Sc1nc(Nc2ccc3c(c2)OCO3)c2ccccc2n1)C(=O)Nc1ccc2c(c1)OCO2 (stereo not drawn)	2.1	2	5	-0.1
O=C(Nc1ncn[nH]1)c1ccc(Cl)cc1Cl	0.0	1	-9	0.0
O=C(CCN1C(=O)c2ccccc2C1=O)N1CCC(Cc2ccccc2)CC1	3.1	4	-16	-0.5
COc1ccccc1NC(=O)Cc1cccc(C(F)(F)F)c1	0.1	14	4	0.1
Cc1cc(/C=C(\C#N)c2ccc(Br)cc2)c(C)n1-c1cccc([N+](=O)[O-])c1	-0.3	9	2	0.6

By substructure: those above with a COOH group.
SMILES	GPR151 activ	MITF inh	TEAD-YAP block	FBW7 activator
Cc1ccc(CC(CC(=O)O)C(=O)NC2CCCCC2)cc1 (stereo not drawn)	0.7	5	2	-0.1
CCOc1ccc(-c2nc(Nc3ccc(C(=O)O)cc3)sc2C)cc1	-0.9	7	-13	0.5
O=C(O)CC1(CC(=O)N2CCC(O)CC2)CCCC1	0.9	9	3	0.1
O=C(O)C1CC=CCC1C(=O)Nc1cccc([N+](=O)[O-])c1 (stereo not drawn)	1.3	16	0	0.0
COc1ccc(Cn2c(C(=O)O)c(CNCc3ccc(C)o3)c3ccccc32)cc1	-0.5	11	18	0.3
